From PubChem BioAssay
3CLpro inhibitor: SARS-CoV 3CLpro protease inhibitors, primary screen, biochemical, quenched FRET | recombinant SARS-CoV 3CLpro, quenched FRET peptide cleavage | inhibition, % at 6 µM | 290,000 compounds, 0.14% hits; in the data active means inhibition above about 12%
MazF activator: activators of E. coli MazEF toxin-antitoxin RNase, primary screen, biochemical, fluorescence, uHTS. Endoribonuclease toxin MazF (Escherichia coli (strain K12)), P0AE70. FAM/BHQ RNA-DNA oligo cleavage fluorescence, 5 h. activation, % at 20 µM. 350,000 compounds, 0.32% hits; in the data active means activation above about 50%
Target sequence (P0AE70 whole entry, looked up): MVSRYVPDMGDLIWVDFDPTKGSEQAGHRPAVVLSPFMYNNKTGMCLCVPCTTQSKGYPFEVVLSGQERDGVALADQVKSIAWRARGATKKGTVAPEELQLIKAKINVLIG
Mtb FBA inh: Mtb FBA enzyme inhibitors, primary screen, biochemical, fluorescence, strain H37Rv; Fructose-bisphosphate aldolase (Mycobacterium tuberculosis (strain ATCC 25618 / H37Rv)), …; purified M. tuberculosis FBA, fluorescence read-out; inhibition, % at 1 µM; 360,000 compounds, 2.3% hits; AID 588726, 2011; in the data active means inhibition above about 27%;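 further: 0% = vehicle and 100% = reference inhibitor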
Target sequence (P9WQA3 whole entry, looked up): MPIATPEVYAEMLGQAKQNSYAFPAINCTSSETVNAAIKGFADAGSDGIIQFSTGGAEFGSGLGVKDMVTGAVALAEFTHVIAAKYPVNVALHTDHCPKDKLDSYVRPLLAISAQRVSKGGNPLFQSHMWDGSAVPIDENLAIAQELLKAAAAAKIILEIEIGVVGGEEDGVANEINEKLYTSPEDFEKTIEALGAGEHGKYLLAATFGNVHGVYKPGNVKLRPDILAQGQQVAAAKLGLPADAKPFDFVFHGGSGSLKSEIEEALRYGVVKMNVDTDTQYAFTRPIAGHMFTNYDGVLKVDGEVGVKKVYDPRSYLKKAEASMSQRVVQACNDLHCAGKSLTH
SSB-PriA inh: inhibitors of Klebsiella pneumoniae PriA binding to SSB C-terminal tail, primary screen, biochemical, AlphaScreen; 430,000 compounds, 0.6% hits; inhibition, % at 33 µM; AlphaScreen SSBct-PriA binding, biotinylated peptide; PriA–SSB C-terminal tail interaction (Klebsiella pneumoniae); AID 1272365, 2023; in the data active means inhibition mostly above about 37%, no sharp cut-off; inactive means mostly below about 20%;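 further: plate controls were negative control peptide for no effect and reference peptide for full effect; strong numbers were not always called active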
BioA inh: M. tuberculosis BioA enzyme inhibitors, primary screen, biochemical, plate reader, single point, HTS | 7,8-diaminopelargonic acid synthase BioA (Mycobacterium tuberculosis) | purified M. tuberculosis BioA enzyme | inhibition, % at 9.99 µM | 360,000 compounds, 0.096% hits | AID 602481, 2012; in the data active means inhibition above about 40%
DUSP3 inh: VHR1 phosphatase inhibitors, primary screen, biochemical, absorbance, uHTS; inhibition, % at 13.3 µM; AID 1654, 2009; recombinant VHR phosphatase, pNPP absorbance; 290,000 compounds, 0.52% hits; Dual specificity protein phosphatase 3 (Homo sapiens), P51452; in the data active means inhibition above about 50%; further: some compounds called inactive have numbers as strong as hits
Target sequence (P51452 whole entry, looked up): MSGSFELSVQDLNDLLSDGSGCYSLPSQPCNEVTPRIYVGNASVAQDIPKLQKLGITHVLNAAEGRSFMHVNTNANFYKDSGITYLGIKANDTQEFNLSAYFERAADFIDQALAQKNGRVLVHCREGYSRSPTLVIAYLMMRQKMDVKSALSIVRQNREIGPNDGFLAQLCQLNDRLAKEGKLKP
Rv3671c inh: Rv3671c serine protease inhibitors, primary screen, biochemical, fluorescence polarization, M. tuberculosis H37Rv. inhibition, % at 5.96 µM. 320,000 compounds, 0.048% hits. AID 2606, 2010; in the data active means inhibition above about 38%;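 further: extracellular domain of Rv3671c used as enzyme; 0% = enzyme with DMSO and 100% = no enzyme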
Target sequence (P9WHR9 whole entry, looked up, the tested form may be a part): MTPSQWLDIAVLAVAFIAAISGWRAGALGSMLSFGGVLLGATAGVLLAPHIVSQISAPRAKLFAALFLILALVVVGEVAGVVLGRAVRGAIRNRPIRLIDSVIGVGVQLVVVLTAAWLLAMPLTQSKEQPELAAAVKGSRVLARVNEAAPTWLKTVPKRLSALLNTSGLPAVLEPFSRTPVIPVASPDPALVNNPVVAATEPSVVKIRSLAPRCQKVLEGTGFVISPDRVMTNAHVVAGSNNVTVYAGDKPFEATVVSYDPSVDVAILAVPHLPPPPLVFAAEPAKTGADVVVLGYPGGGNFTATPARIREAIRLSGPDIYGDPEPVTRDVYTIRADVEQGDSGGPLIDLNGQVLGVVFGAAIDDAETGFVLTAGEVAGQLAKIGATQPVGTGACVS
UGM FP inh: M. tuberculosis UGM enzyme inhibitors, primary screen, biochemical, fluorescence polarization, single point; purified UGM, fluorescence polarization probe displacement; 320,000 compounds, 0.06% hits; AID 504406, 2011; inhibition, % at 10 µM; UDP-galactopyranose mutase (Mycobacterium tuberculosis (strain ATCC 25618 / H37Rv)), …; in the data active means inhibition above about 10%, passing the limit was not always enough
BH1578 lux ind: inducers of Vibrio cholerae quorum light production without autoinducers, primary screen, BH1578 luxS cqsA deficient, single point; V. cholerae BH1578 lux reporter, luminescence, 6 h; activation, % at 18.7 µM; 350,000 compounds, 0.16% hits; AID 588436, 2011; in the data active means activation mostly above about 9.7%, no sharp cut-off; further: not every result past the cut was called active; inactives centre near 0; reference of the scale not given here
GDH-TPI counter: GDH-TPI coupling enzyme inhibitors, primary screen, artefact control for M. tuberculosis FBA inhibitor project, biochemical, absorbance, full deck. 360,000 compounds, 1.2% hits. inhibition, % at 4.8 µM. GDH-TPI coupled enzyme counterscreen, NADH absorbance. AID 588335, 2011; in the data active means inhibition above about 30%;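 further: 0% = DMSO wells and 100% = wells lacking the enzyme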
An asterisk follows results filed as active; i = inactive; · = no result given; & = joins results of further samples.

compound	3CLpro inhibitor	MazF activator	Mtb FBA inh	SSB-PriA inh	BioA inh	DUSP3 inh	Rv3671c inh	UGM FP inh	BH1578 lux ind	GDH-TPI counter
O=C(c1ccc2c(=O)n3c(nc2c1)CCCCC3)N1CCc2ccccc21	2	7	-1	-15	-0.8	36	-4	-1.2	-0.3	12
Cc1cccc(S(=O)(=O)N2CN(Cc3ccco3)c3nc4ccccc4nc32)c1	-3	-1	12	96*	-3.1	-12	-5	6.7	-0.7	12
C=C(C)CN(CC)c1nc(N)c(C#N)c(CC#N)c1C#N	1	9	-1	0	-1.4	-10	-3	0.8	i	5
Cn1nc(C(=O)NNC(=O)c2ccc(Cl)c(S(N)(=O)=O)c2)c2ccccc2c1=O	·	-6	3	-10	0.2	·	-7	-0.1	-0.2	-4
Cc1cc(C)cc(N(CC(=O)NC2CC3CCC2C3)S(C)(=O)=O)c1 (configuration not stated)	-2	-7	2	0	1.6	-15	-1	-0.7	-1.6	-2
CSc1nc(O)c(C(c2ccc(OC(C)C)cc2)c2c(O)nc(SC)[nH]c2=O)c(=O)[nH]1	·	-15	2	0	·	·	3	-0.9	-0.7	8
CCCC[N+](CC#CCO)(CC#Cc1ccccc1)CCCC	4	2	3	-6	·	-3	-7	1.2	-0.4	-17
CC(C)NC(=O)[C@]1(C)CCC[C@@]2(C)C3CC[C@@]4(C)C[C@]3(CCC21)CC4=O (some centres not stated)	·	8	1	10	0.7	·	5	-1.1	i	3
C/C(=N\NC(=O)CSCc1ccc([N+](=O)[O-])cc1)c1cccc(Br)c1	3	6	-1	·	1.3	3	-10	0.4	i	-11
COc1ccc2[nH]cc(CCNC(=O)CS(=O)(=O)Cc3ccccc3)c2c1	-5	4	-1	9	0.6	-1	-6	2.0	-0.2	-9
O=C(CN1C(=O)NC2(CCOc3ccccc32)C1=O)Nc1ccc(F)c(F)c1F (configuration not stated)	-1	-21	0	-8	·	18	6	-2.4	-0.6	5
C=CCN(CC=C)C(=O)c1ccc(OC2CCN(C(C)=O)CC2)c(OC)c1	-5	14	6	-5	-1.6	0	6	-2.1	-0.4	10
CC(=O)Nc1ccc(S(=O)(=O)NC(C)C(=O)NCCc2ccc(F)cc2)cc1 (configuration not stated)	-2	-2	8	-7	·	22	1	-0.6	-0.3	2
CCC(Sc1nc(N)cc(=O)[nH]1)C(=O)NC(C(=O)OC)c1ccccc1 (configuration not stated)	-1	7	·	-6	·	-5	-2	-1.0	·	·
CCn1nc(NS(=O)(=O)c2ccccc2[N+](=O)[O-])c2cc3cccc(C)c3nc21	7	6	-6	8	0.2	23	0	-2.0	i	2
COc1ccc(NC(=O)CSCC(=O)NC2(C)CCS(=O)(=O)C2)cc1 (configuration not stated)	4	2	3	-2	-0.4	-9	-4	2.4	-0.2	8
CCCN(CC(=O)Nc1ccc(Cl)cc1Cl)Cc1cc(=O)n2ccsc2n1	3	-1	21	2	-2.0	40	-5	0.2	-0.3	15
Cc1cccn2cc(-c3ccc(F)cc3)cc12	-2	1	3	0	1.3	12	9	-1.0	i	-2
O=C(CCSc1nnc(-c2ccco2)o1)Nc1ccccc1	1	-3	1	-1	·	7	-2	-2.8	-0.7	9
Cc1ccc(CCNC(=O)c2cc(-c3ccncc3)nc3ccccc23)cc1	-2	7	22	-7	-0.6	37	-16	-0.9	i	3
CC(C)(C)c1ccc(CCC2OCC(CN3CCOCC3)O2)cc1 (configuration not stated)	6	10	2	-8	·	-3	-3	3.5	-0.9	-10
COc1ccc(S(=O)(=O)c2c(O)c3ccc(C(=O)Nc4ccccc4Cl)cc3[nH]c2=O)cc1	7	4	0	-4	-0.9	18	-2	3.3	-0.1	-6
Cc1ccc([C@@H]2CC=C(C(=O)O)[C@H](c3ccccc3F)N2S(=O)(=O)c2ccccc2C)cc1	·	4	2	17	-0.7	·	0	·	-0.7	1
CN(C)Cc1csc(NC(=O)Nc2cccc(C(F)(F)F)c2)n1	·	·	-4	·	0.6	·	·	·	-1.1	3
Cc1ccc(OCc2nc(C#N)c(N3CCN(Cc4ccccc4)CC3)o2)cc1	0	2	2	-6	0.7	-6	-4	4.8	i	3
CCN(Cc1ccccc1)C(c1cc2ccc(C)cc2[nH]c1=O)c1nnnn1CCOC (configuration not stated)	1	8	3	-2	-1.7	2	-10	0.5	-0.6	9
CCc1cccc(CC)c1NC(=O)C1CC(=O)N(c2ccc3c(c2)OCCO3)C1 (configuration not stated)	2	-1	-11	3	-0.1	19	4	2.2	-3.7	11
COc1ccc(NC(=O)CSc2ncccn2)cc1S(=O)(=O)N1CCCCC1	·	-7	4	-6	3.4	·	0	-0.2	-0.7	8
CSCCC(NS(=O)(=O)c1ccccc1F)C(=O)NCc1cccs1 (configuration not stated)	·	-2	-1	5	-0.6	·	3	1.6	-0.8	-4
Cc1nn(Cc2ccccc2Cl)c(C)c1C(=O)NC1CCCc2ccccc21 (configuration not stated)	-1	-5	1	-3	·	-8	-16	-1.8	-0.3	9
COC(=O)c1cc(NCc2ccc3c(c2)OCO3)ccc1N1CCOCC1	-1	-2	1	8	1.8	8	2	0.8	-0.4	2
O=C(Cc1csc(-c2cccc(F)c2)n1)Nc1cccc(S(=O)(=O)NC2=NCCC2)c1	·	-3	5	·	2.3	·	·	·	i	14
CC(C)NC(=O)C1(C)Cc2c(-c3ccc(C(N)=O)cc3)ccnc2O1 (configuration not stated)	·	·	9	·	10	·	·	·	i	4
COc1ccccc1N1CCN(C(=O)c2ccccc2N(C)S(=O)(=O)c2ccc(C)cc2)CC1	-2	-2	20	10	1.3	-11	-2	-1.7	i	0
O=C(CN1CCN(Cc2cccc(Cl)c2)C1=O)NCC1CCCO1 (configuration not stated)	-2	-2	0	-21	-1.1	15	5	0.6	-0.4	8
O=C1CN(C(=O)COC(=O)c2ccc[n+]([O-])c2)c2ccccc2N1	2	5	-1	-12	-0.6	22	-10	2.6	-0.2	10
Cc1ccccc1NC(=O)c1cccc(OCc2c(C)noc2C)c1	-2	-5	1	-15	1.7	10	-3	0.5	3.2	-6
CCOc1c(Br)cc(CNc2ccc(N3CCN(C(C)=O)CC3)cc2)cc1OC	-4	2	-1	42	3.1	5	-7	-1.6	0.8	2
O=C(CC(CC(=O)c1ccc(Cl)cc1)c1ccccc1C(=O)O)c1ccc(Cl)cc1	4	-9	1	-4	0.7	2	1	0.5	i	4
Cc1ccc(S(=O)(=O)NCC(=O)Nc2ccc3c(c2)OCO3)cc1	-5	1	-3	1	·	20	4	0.0	i	-4
O=C1C=CC(=O)N1c1ccc(-c2nc3ccccc3o2)cc1	·	-6	65*	·	0.2	·	·	·	0.5	20
COc1ccc(C2C(C#N)=C(C)NC3=C2C(=O)CC(C)(C)C3)c(OC)c1 (configuration not stated)	0	-2	15	-4	3.4	-13	5	1.1	-3.4	13
O=C(NCc1ccco1)/C(=C/c1ccc(Br)cc1)NC(=O)c1ccco1	-2	-3	2	-6	-1.4	0	-6	1.1	-0.2	3
CCC(Oc1ccccc1)C(=O)N1CCN(c2ccccn2)CC1 (configuration not stated)	5	0	9	-21	-0.6	-6	7	0.7	-1.7	16
Cc1oc2c(CN3CCCC3)c(O)ccc2c(=O)c1-c1ccc(Cl)cc1	1	6	86*	2	10&15	14	-4	1.4	i	26
NC(=O)c1c(NC(=O)c2cc3ccccc3o2)sc2c1CCC2	-2	6	2	-23&-18	0.5	3	-20	-0.9	6.7	4
COc1ccc(C(=O)COC(=O)Cc2c[nH]c3ccccc23)c(OC)c1	·	-1	1	4	1.9	·	-3	1.2	i	3
C#CCN1CC(C)/C(=N/O)CC1C (configuration not stated)	-5	-11	9	·	0.2	10	-2	-4.8	2.6	1
COc1cccc(C(=O)NCc2nnc(SCC(=O)Nc3nccs3)n2-c2ccccc2)c1	-7	2	-2	-5	-0.6	21	-6	-0.7	-0.6	5
CCOP(=O)(OCC)C1(O)C(=O)Nc2ccccc21 (configuration not stated)	-8	6	0	0	·	-5	-8	-3.0	i	3

Another view of two compounds above.
SMILES: CCOc1c(Br)cc(CNc2ccc(N3CCN(C(C)=O)CC3)cc2)cc1OC
  3CLpro inhibitor: -4
  MazF activator: 2
  Mtb FBA inh: -1
  SSB-PriA inh: 42
  BioA inh: 3.1
  DUSP3 inh: 5
  Rv3671c inh: -7
  UGM FP inh: -1.6
  BH1578 lux ind: 0.8
  GDH-TPI counter: 2

SMILES: COc1cccc(C(=O)NCc2nnc(SCC(=O)Nc3nccs3)n2-c2ccccc2)c1
  3CLpro inhibitor: -7
  MazF activator: 2
  Mtb FBA inh: -2
  SSB-PriA inh: -5
  BioA inh: -0.6
  DUSP3 inh: 21
  Rv3671c inh: -6
  UGM FP inh: -0.7
  BH1578 lux ind: -0.6
  GDH-TPI counter: 5

The list goes on:
Fields: 3CLpro inhibitor | MazF activator | Mtb FBA inh | SSB-PriA inh | BioA inh | DUSP3 inh | Rv3671c inh | UGM FP inh | BH1578 lux ind | GDH-TPI counter
- O=S(=O)(Cc1noc(-c2ccccc2Cl)n1)c1ccccn1
 : 2 | -12 | 0 | -4 | · | 12 | 4 | 0.7 | 1.0 | -7
- COc1ccccc1/C=C(\C#N)C(=O)Nc1ccc(S(N)(=O)=O)cc1
 : 0 | -6 | 3 | 1 | 3.3 | 16 | -8 | 0.5 | -0.5 | 11
- Cc1cc(C)n(-c2ccc(C(=O)OCC(=O)Nc3cc(S(C)(=O)=O)ccc3Cl)cc2)n1
 : · | 5 | -3 | 1 | 1.5 | · | -8 | 0.2 | -0.4 | -5
- COc1cc(C#Cc2c(-c3ccccc3OC)oc3ccccc23)cc(OC)c1
 : · | -14 | 34* | -13 | -3.2 | · | -11 | 0.8 | i | 24
- Cc1nn(CC(=O)c2ccc(Br)s2)c(C)c1[N+](=O)[O-]
 : 4 | -26 | -2 | -13 | -0.2 | 15 | -10 | 3.2 | -0.4 | 6

Reprinted at random: four compounds from above
Fields: 3CLpro inhibitor | MazF activator | Mtb FBA inh | SSB-PriA inh | BioA inh | DUSP3 inh | Rv3671c inh | UGM FP inh | BH1578 lux ind | GDH-TPI counter
- Cc1cc(C)n(-c2ccc(C(=O)OCC(=O)Nc3cc(S(C)(=O)=O)ccc3Cl)cc2)n1
 : · | 5 | -3 | 1 | 1.5 | · | -8 | 0.2 | -0.4 | -5
- COc1ccccc1/C=C(\C#N)C(=O)Nc1ccc(S(N)(=O)=O)cc1
 : 0 | -6 | 3 | 1 | 3.3 | 16 | -8 | 0.5 | -0.5 | 11
- Cc1nn(CC(=O)c2ccc(Br)s2)c(C)c1[N+](=O)[O-]
 : 4 | -26 | -2 | -13 | -0.2 | 15 | -10 | 3.2 | -0.4 | 6
- COc1cc(C#Cc2c(-c3ccccc3OC)oc3ccccc23)cc(OC)c1
 : · | -14 | 34* | -13 | -3.2 | · | -11 | 0.8 | i | 24

This is a subset (hit frequency here may not be typical).
